Screens from PubChem.
RGS4 act = RGS4 potentiators or activators, primary screen, cell-based, HEK293 M3R inducible RGS4, calcium flux | carbachol calcium flux Fluo4; hits give low values | 310,000 compounds, 0.92% hits | B-score at 10 µM;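 active = B-score of the integrated calcium signal more than 4 SD below the library mean, with starting fluorescence not abnormally high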;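 note: negative B-score means reduced calcium response which marks RGS4 activation or potentiation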
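Detection: kinetic calcium fluorescence imaging with Fluo4-AM dye, 2 µM / Material: HEK293 cells with stable M3R and inducible RGS4 / Schedule: recording 10 s baseline at 1 Hz, 100 s post-agonist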
TRPC6 activator = mouse TRPC6 channel activators, primary screen, cell-based, HEK293, membrane potential dye | HEK293-TRPC6 membrane potential dye fluorescence; hits give high values | B-score at 10 µM | 310,000 compounds, 0.13% hits;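 active = B-score of the integrated fluorescence ratio above library mean plus 3 SD, and starting fluorescence ratio within library mean plus 5 SD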;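 note: higher score means more depolarization so channel activation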
HIF act = HIF pathway transcriptional activators, primary screen, cell-based, U2OS HRE-luciferase, luminescence | U2OS HRE-luciferase reporter; normalized: DMSO 0%, desferrioxamine 100% | activation, % at 7.5 µM (by protocol) | 300,000 compounds, 0.32% hits | AID 1910, 2009;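 active = mean activation of at least 10% of the iron chelator positive control signal, with at least half of replicates also reaching 10%; inconclusive = mean and replicate majority disagree about reaching 10%; inactive = mean and most replicates under 10%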
MrgX1 antagonist = antagonists of human MrgX1 receptor, primary screen, HEK293 cells, Fluo-4 calcium flux; AID 588676, 2011; B-score at 10 µM; Mas-related G-protein coupled receptor member X1 (Homo sapiens), Q96LB2; 310,000 compounds, 1.3% hits; BAM8-22 antagonism; hits give low values;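 active = calcium-response B-score plate-corrected more than 3 library SD below zero, starting fluorescence within 5 deviations, no agonist response on first addition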;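 note: peak minus trough fluorescence over baseline after final BAM8-22 challenge near maximal dose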
MrgX1 agonist = agonists of human MrgX1 receptor, primary screen, HEK293 cells, Fluo-4 calcium flux; Fluo-4 calcium fluorescence, agonist mode; hits give high values; B-score at 10 µM; 310,000 compounds, 0.44% hits; AID 588627, 2011;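 active = calcium response B-score plate-corrected fluorescence ratio at least 3 library SD, with starting fluorescence B-score inside 5 SD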
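Assay system: stable human MrgX1 HEK293 cell line. Quantity: 15,000 cells per well. Schedule: cells plated overnight, dye loaded 0.5 h 37 °C, 0.5 h room temperature. Detection: Fluo-4 NW calcium-flux fluorescence, kinetic read. Read-out basis: peak-minus-minimum fluorescence over baseline, converted to B scores. Control set: positive and negative control wells on each plate.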
TRPC4 block = inhibitors of mouse TRPC4 channel, primary screen, Fluo4 calcium, HEK293 TRPC4beta/mu-opioid cells; Short transient receptor potential channel 4 (Mus musculus), Q9QUQ5; DAMGO-evoked Fluo4 calcium flux; hits give low values; B-score at 10 µM; 300,000 compounds, 0.39% hits; AID 2247, 2010;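 active = B-score over 3 SD under the library average, no early fluorescence shift, positive overall ratio signal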
Target sequence (Q9QUQ5 whole entry, looked up): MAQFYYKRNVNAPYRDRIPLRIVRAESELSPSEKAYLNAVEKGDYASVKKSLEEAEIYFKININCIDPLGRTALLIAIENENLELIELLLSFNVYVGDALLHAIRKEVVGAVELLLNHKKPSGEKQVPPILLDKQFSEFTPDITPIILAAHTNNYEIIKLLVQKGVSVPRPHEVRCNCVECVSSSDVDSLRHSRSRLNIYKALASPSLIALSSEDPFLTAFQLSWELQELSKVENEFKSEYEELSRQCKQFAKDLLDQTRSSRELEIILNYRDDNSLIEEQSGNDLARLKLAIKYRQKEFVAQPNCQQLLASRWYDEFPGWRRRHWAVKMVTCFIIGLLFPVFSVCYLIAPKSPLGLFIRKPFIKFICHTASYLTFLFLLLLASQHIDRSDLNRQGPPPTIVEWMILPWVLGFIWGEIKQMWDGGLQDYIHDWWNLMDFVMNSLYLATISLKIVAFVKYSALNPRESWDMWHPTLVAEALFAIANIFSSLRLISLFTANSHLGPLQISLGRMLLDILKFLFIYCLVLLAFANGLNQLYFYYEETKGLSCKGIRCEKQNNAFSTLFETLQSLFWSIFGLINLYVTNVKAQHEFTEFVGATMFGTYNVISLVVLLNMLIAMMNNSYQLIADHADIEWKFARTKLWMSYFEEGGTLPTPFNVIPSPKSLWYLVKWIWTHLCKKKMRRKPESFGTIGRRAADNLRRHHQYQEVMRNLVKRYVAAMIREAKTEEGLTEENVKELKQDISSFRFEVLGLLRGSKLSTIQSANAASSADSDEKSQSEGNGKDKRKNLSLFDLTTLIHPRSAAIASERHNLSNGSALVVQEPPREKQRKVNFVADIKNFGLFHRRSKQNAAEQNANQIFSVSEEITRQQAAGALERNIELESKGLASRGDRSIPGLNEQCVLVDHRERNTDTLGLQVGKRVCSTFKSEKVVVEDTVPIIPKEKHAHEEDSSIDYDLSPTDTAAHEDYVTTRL
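Test system – stable TRPC4beta/mu-opioid receptor HEK293 cells · Probe or stimulus – DAMGO, a submaximal dose followed by a maximal one · Dosing – one concentration per compound · Signal – Fluo4 calcium fluorescence by kinetic imaging, 5 s 1 Hz baseline · Evaluation – per-well B score of integrated baseline-normalized Fluo4 ratio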
MrgX1 PAM = positive allosteric modulators of MrgX1, primary screen, HEK293 cells, Fluo-4 calcium flux. FDSS; hits give high values. B-score at 10 µM. 310,000 compounds, 0.63% hits. AID 588675, 2011;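 active = plate-corrected calcium response at least 3 library SD above typical, normal starting fluorescence, not activating the receptor alone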;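 note: compound read alongside a low EC10 to EC30 dose of BAM8-22 agonist; peak minus trough fluorescence over baseline measured at the second addition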
TRPC6 inh = mouse TRPC6 channel inhibitors, primary screen, cell-based, HEK293, membrane potential dye; Short transient receptor potential channel 6 (Mus musculus), Q61143; ACh-evoked depolarization; hits give low values; B-score at 10 µM; 310,000 compounds, 1.1% hits;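 active = B-score under library mean minus 3 SD, initial fluorescence not abnormally high, positive integrated signal ratio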;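 note: B-score derived from integrated fluorescence ratio over the kinetic read; more negative B-score means stronger inhibition of depolarization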
RGS4 block = RGS4 inhibitors, primary screen, cell-based, HEK293 M3R inducible RGS4, calcium flux. Fluo-4 calcium flux; hits give high values; triggered by carbachol at its EC20. B-score at 10 µM. 310,000 compounds, 0.45% hits;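 active = B-score, a plate-corrected calcium signal, over three deviations above library mean, with baseline fluorescence within five deviations of library mean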;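 note: RGS4 expression induced by doxycycline in cells with stable M3 receptor; B-score is computed from the integrated fluorescence ratio over baseline after carbachol; higher B-score means a larger calcium signal and so more RGS4 inhibition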
Platelet DG rel = inhibitors of platelet dense granule secretion, primary screen, cell-based, MLPCN, human platelets; human platelet-rich plasma, SFLLRN dense granule ATP release, luminescence; inhibition, %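 (compounds screened at 7.5 µM in platelet-rich plasma)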; 300,000 compounds, 0.22% hits; AID 1663, 2009;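 active = mean replicate score, as percent of positive control, at or above 50; inconclusive = mean below 50 but at least one replicate at or above 50; inactive = mean and every replicate below 50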
SKKanGAS inh = S. pyogenes SKKanGAS growth inhibitors in kanamycin, primary screen, streptokinase expression inhibitor project, SKKanGAS strain, BacTiter-Glo luminescence | 300,000 compounds, 1.3% hits | 6 h | inhibition, % at 7.5 µM;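 active = mean replicate score, as percent of positive control median, at least 50; inconclusive = mean below 50 but one replicate at or above 50; inactive = mean and every replicate below 50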;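 note: strain carries kanamycin resistance gene driven by streptokinase promoter and grows in 40 µg/ml kanamycin; loss of luminescence reflects streptokinase promoter inhibition or plain growth inhibition; 0% = median of DMSO wells and 100% = positive control at its reference dose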
* hit, by the source's call; i = inactive; ? = inconclusive; . = no result given; & = joins results of further samples.

SMILES	RGS4 act	TRPC6 activator	HIF act	MrgX1 antagonist	MrgX1 agonist	TRPC4 block	MrgX1 PAM	TRPC6 inh	RGS4 block	Platelet DG rel	SKKanGAS inh
COc1cccc2cc(C(C)N(CCCN3CCOCC3)C(=O)Nc3ccccc3)oc12 (centres undefined)	i	i	0.0	i	i	i	i	i	i	?	-0.3
CCOC(=O)N1CCC(NC(=O)C2CCN(S(=O)(=O)c3ccc4c(c3)oc(=O)n4C)CC2)CC1	i	i	-0.5	i	i	i	i	i	i	0.5	0.4
NS(=O)(=O)c1ccc(NC(=O)/C=C/c2cccs2)cc1	i	i	1.3	i	i	i	i	i	i	-9.5	-8.2
O=C(CSc1ccc(Br)cc1)Nc1ccc(N2CCOCC2)cc1	i	i	-0.4	i	i	i	i	i	i	14.6	-2.8
COc1ccccc1N1CCN(C(=O)NC23CC4CC(CC(C4)C2)C3)CC1	i	i	0.1	i	i	i	i	i	i	3.0	0.9
Cc1cccc(NC(=O)N2CCN(Cc3ccccc3)CC2)c1	i	i	1.0	i	i	i	i	i	i	1.3	1.0
COc1cccc(-c2nc(-c3ccccc3)c(-c3ccccc3)[nH]2)c1OCC(=O)O	i	i	1.2	i	i	i	i	i	i	0.1	19.7
Cc1cccn2c(=O)c3cc(C#N)c(=O)n(CCCN4CCOCC4)c3nc12	i	i	0.3	i	i	i	i	-15.8*	i	-3.4	10.0
O=C(NCc1ccccc1)c1ccccc1CO	i	i	-0.6	i	i	i	i	i	i	9.2	0.7
COc1ccnc2c1c(=O)n(Cc1cccc(F)c1)c(=O)n2C	i	i	0.3	i	i	i	i	i	i	0.9	12.0
COc1ccc(C(=O)Nc2cc(C)on2)cc1S(=O)(=O)N1CC(c2ccccc2)CC1=O (centres undefined)	i	i	-0.1	i	i	i	i	i	i	-0.5	-2.5
CCOC(=O)c1[nH]c(CSc2nnc(-c3ccc(OC)cc3)o2)c(C(=O)OCC)c1C	i	i	-1.8	i	i	i	i	i	i	-4.8	3.6
CC(=O)[C@@H]1[C@@H]2C(=O)N(c3ccccc3F)C(=O)[C@@H]2[C@H]2c3ccccc3C=NN12	i	i	0.6	i	i	i	i	i	i	6.4	6.4
CCCCCOc1ccc(NC2=CC(=O)CCC2)cc1	i	i	-0.2	i	i	i	i	i	i	-1.4	-16.6
Nc1cc(N2CCCCC2)c([N+](=O)[O-])cc1Cl	i	i	0.8	i	i	-6*	i	i	i	9.6	-0.8
COc1cc(CNCCc2c[nH]c3ccccc23)ccc1OCc1ccccc1F	i	i	-0.4	i	i	i	i	i	i	2.1	-2.0
O=C(Cn1cc(C(F)(F)F)cc(Cl)c1=O)Nc1cc(Cl)cc(Cl)c1	i	i	-0.7	i	i	i	i	i	i	-2.5	4.5
O=C(NC1CCCC1)C(c1ccc(Cl)cc1)N(C(=O)c1csnn1)C1CC1 (centres undefined)	i	i	0.2	i	i	i	i	i	i	3.4	-7.0
O=C(Cc1cccs1)Nc1nnc(SCc2ccc(F)cc2)s1	i	i	-0.4	i	i	i	i	i	i	-6.2	7.6
CN1CCN(C(=O)c2ccc(-c3cccs3)s2)CC1	i	i	2.6	i	i	i	i	i	i	20.3	1.7
CCOc1ncccc1C(=O)N1CCN(Cc2ccc3c(c2)OCO3)CC1	i	i	0.1	i	i	i	i	i	i	-11.7	0.0
Cc1cc(C)cc(-n2cc[nH]c2=S)c1	i	i	-0.2	i	i	i	i	i	i	-20.7	-3.6
O=[N+]([O-])c1ccc(N2CCN(S(=O)(=O)c3ccccc3)CC2)c2cccnc12	i	i	-0.6	i	i	i	i	i	i	1.3	17.2
COc1ccc(C2C(C#N)=C(N)OC3=C2C(=O)CC(C)(C)C3)cc1Cn1cc([N+](=O)[O-])cn1 (centres undefined)	i	i	0.1	i	i	i	i	i	i	-1.2	-1.1
O=C(c1ccccc1-c1ncc[nH]1)N1CCc2c([nH]c3ccccc23)C1c1ccccn1 (centres undefined)	i	i	-1.8	i	i	i	i	i	i	-1.1	-3.3
(more compounds)
SMILES	RGS4 act	TRPC6 activator	HIF act	MrgX1 antagonist	MrgX1 agonist	TRPC4 block	MrgX1 PAM	TRPC6 inh	RGS4 block	Platelet DG rel	SKKanGAS inh
Cc1cc(C)c(S(=O)(=O)N(CC(=O)N2CCOCC2)C2CCCCC2)c(C)c1	i	i	-0.2	i	i	i	i	i	i	4.3	-4.2
Cc1ccc(NC(=O)C2CCC(CNc3c(N4CCC(C)CC4)c(=O)c3=O)CC2)cc1F (centres undefined)	i	i	-0.2	i	i	i	i	i	i	1.0	10.9
COc1cccc(OC)c1C(=O)NCCSC1CCCCC1	i	i	-0.1	i	i	i	i	i	i	8.5	-22.0
CCOc1ccc(-c2c(C(=O)N/N=C(\C)c3cccnc3)nnn2-c2nonc2N)cc1	i	i	-0.4	i	i	i	i	i	i	0.2	1.0
O=C(Nc1ccc(CN2CCCCC2)cc1)c1ccc(Br)o1	i	i	1.2	i	i	i	i	i	i	-3.5	-12.9
COc1cccc2c1-c1c(C(=O)O)cccc1C2=O	i	i	-0.6	i	i	i	i	i	i	8.3	-3.6
Cc1cc(C)c(/C([O-])=C(/C(=S)Nc2ccc(SC(F)F)cc2)[n+]2ccccc2)cc1C	i	i	2.3	i	i	i	i	i	i	-3.9	7.9
O=C1N=c2ccccc2=C1c1[nH]c(=S)[nH]c1O	i	i	-0.2	i	i	i	i	i	i	?	-14.6
CCOC(=O)c1ccc(NC(=O)N2C3CCCC2CC(NC(C)=O)C3)cc1 (centres undefined)	i	i	-4.3	i	i	i	i	i	i	-9.6	-1.9
COc1ccc(C)cc1NC(=O)COC(C)=O	i	i	-1.2	i	i	i	i	i	i	-4.6	-1.0
Cc1cc(C)n(-c2ccc(Cl)c(C(=O)O)n2)n1	i	i	0.0	i	i	i	i	i	i	18.4	-7.9
COc1ccc(C(=O)Nc2ccccc2NC(=O)c2ccc(OC)cc2)cc1	i	i	0.0	i	i	i	i	i	i	-3.0	-15.8
CCOCCCNC(=O)Cn1nc(Cc2ccncc2)c2ccccc2c1=O	i	i	0.3	i	i	i	i	i	i	7.5	-2.2
Cc1ccc(-c2c[n+]3c(n2-c2ccccc2)CCC3)cc1	i	i	0.6	i	i	i	i	i	i	15.6	-2.4
CC1(C)C(=S)N(Cc2ccccc2)c2ccccc21	i	i	0.7	i	i	i	i	i	i	-2.6	39.7
COc1ccccc1CNC(=O)CCNC(=O)C1CCN(S(=O)(=O)c2ccccc2)CC1	i	i	-0.5	i	i	i	i	i	i	3.1	-5.2
COc1ccccc1NC(=S)NC(=O)CCc1ccccc1	i	i	0.0	i	i	i	i	i	i	-12.7	-6.8
O=C(Cn1c[n+](CC(=O)c2ccc([N+](=O)[O-])cc2)cn1)c1ccc([N+](=O)[O-])cc1	i	i	-0.1&-0.4	i	i	i	i	i	i	3.8&10.1	-6.8&-0.5
CC1CCC2(CC1)NC(=O)N(Cc1cccc(C(F)(F)F)c1)C2=O (centres undefined)	i	i	-0.3	i	i	i	i	i	i	10.6	-12.4
CCOc1ccccc1NC(=O)c1ccc2c(c1)C(=O)N(CC(C)C)C2=O	i	i	0.0	i	i	i	i	i	i	10.1	-2.6
COC(=O)c1ccccc1COn1c(=O)c(C)[n+]([O-])c2ccccc21	i	i	-1.8	i	i	i	i	i	i	0.5	-2.6
CCc1ccc(C(=O)N2CCC(c3nc4ccccc4s3)CC2)cc1	i	i	0.5	i	i	i	i	i	i	2.6	15.5
O=C(Oc1ccccc1)c1cccc2cccc(C(=O)Oc3ccccc3)c12	i	i	0.2	.	.	i	.	i	i	-4.5	4.4
CCOC(=O)C1C(=O)C=C(c2ccc(C)cc2)CC1c1ccco1 (centres undefined)	i	i	1.4	i	i	i	i	i	i	7.9	-0.5
CCN(CC)c1ccc(NC(=O)C2CC3CCC2C3)cc1 (centres undefined)	i	i	1.6	i	i	i	i	i	i	3.9	0.7
(continued)
SMILES	RGS4 act	TRPC6 activator	HIF act	MrgX1 antagonist	MrgX1 agonist	TRPC4 block	MrgX1 PAM	TRPC6 inh	RGS4 block	Platelet DG rel	SKKanGAS inh
CCC(=O)c1ccc(Oc2ccc(C(=O)c3ccc(C)cc3)cc2[N+](=O)[O-])cc1	i	i	0.0	i	i	i	i	i	i	-1.7	32.6
CCOC(=O)c1cc2sc(C)cc2n1CC(=O)NCc1ccc(F)cc1	i	i	-0.4	i	i	i	i	i	i	8.4	10.5
COc1ccc(NC(=S)Nc2ncccc2C)c(OC)c1	i	i	.	i	i	i	i	i	i	-22.5	-2.6
CNC(=O)c1c(NC(=O)CCS(=O)(=O)c2ccccc2)sc2c1CCN(C(=O)OC)C2	i	i	-0.6	i	i	i	i	i	i	-4.9	-3.8
CC1C(=O)N2CCCc3cc(NC(=O)C(=O)NCCN4CCOCC4)cc1c32 (centres undefined)	i	i	-0.7	i	i	i	i	i	i	0.6	-1.4
COc1cccc(CN(C)Cc2cc(=O)oc3c(C)c(C)ccc23)c1	i	i	0.9	i	i	i	i	i	i	5.5	4.3
Cc1cc2oc(C(=O)NCCc3ccc(S(N)(=O)=O)cc3)cc(=O)c2cc1C	i	i	0.4	i	i	i	i	i	i	1.7	13.9
CCCn1c(SCC(=O)Nc2ccc(OC)cc2[N+](=O)[O-])n[nH]c1=O	i	i	0.2	i	i	i	i	i	i	-3.2	3.6
CNCCCOc1cc(C)cc(C)c1C	i	i	-0.2	i	i	i	i	i	i	-1.3	7.4
Cc1cc(=O)oc2c1c(C(F)(F)F)nn2-c1ccccc1	i	i	.	i	i	i	i	i	i	.	-0.6
